Screening data as filed in PubChem BioAssay.
697 NFkB inh = inhibitors of PMA/ionomycin-induced NF-kB reporter, 697 cells, primary screen, B-cell NF-kB inhibitor project, cell-based, luminescence, uHTS | inhibition, % at 4 µM | 697 B-cell NF-kB luciferase reporter, 16 h | AID 435022, 2010 | actives 0.33% (n = 330,000); in the data active = inhibition above about 35%
Jurkat NFkB inh = inhibitors of induced NF-kB luciferase reporter, primary screen, TCR NF-kB activation inhibitor project, cell-based, luminescence, uHTS; Jurkat, PMA/ionomycin-induced NF-kB luciferase reporter; inhibition, % at 4 µM; actives 0.53% (n = 330,000); AID 435003, 2010
SENP7 block = SENP7 protease inhibitors, primary screen, biochemical, luminescence, uHTS. Sentrin-specific protease 7 (Homo sapiens), Q9BQF6. recombinant SENP7, Z-RLRGG-aminoluciferin luminescence, 40 min. inhibition, % at 5 µM. actives 1.5% (n = 330,000). AID 434973, 2010;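 active = inhibition above about 50% at the single test dose, limit read from the data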;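 also: plate controls were DMSO with enzyme for no effect and no enzyme buffer wells for full effect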
HKDC1 inhibitor = HKDC1 hexokinase inhibitors, primary screen, biochemical, fluorescence, uHTS; Q2TB90; recombinant HKDC1, G6PDH/diaphorase resazurin coupled fluorescence; inhibition, % at 20 µM; actives 0.16% (n = 340,000); AID 493160, 2011;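 active = inhibition above about 35% when tested at 20 µM, limit read from the data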;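 also: plate controls were DMSO wells with enzyme for no effect and DMSO wells lacking enzyme for full effect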
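Test system: Recombinant HKDC1 (HK5) hexokinase enzyme, produced in-house | Input: HKDC1 at 5 µg/mL | Buffer or medium: Tris pH 8.0 buffer with MgCl2, Tween-20, BSA, BME | Schedule: 90 min reaction incubation at room temperature, dark | Technique: Resazurin-to-resorufin fluorescence via G6PDH and diaphorase coupling, 525/613 nm | Controls: DMSO wells with and without enzyme mix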
SENP8 block = SENP8 protease inhibitors, primary screen, biochemical, luminescence | inhibition, % at 10 µM | purified SENP8, Z-RLRGG-aminoluciferin cleavage | actives 1.2% (n = 330,000) | Sentrin-specific protease 8 (Homo sapiens), Q96LD8
Gli-Sufu antag = Gli-Sufu pathway antagonists, primary screen, luciferase luminescence, Sufu-KO-LIGHT cells, uHTS | inhibition, % at 5 µM | actives 0.74% (n = 340,000) | Sufu-KO-LIGHT fibroblasts, Gli luciferase reporter luminescence;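 active = inhibition above about 55%, limit read from the data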;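 also: 0% = DMSO-treated cells and 100% = wells with medium but no cells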
UBC13 polyUb = UBC13 polyubiquitin chain formation inhibitors, primary screen, biochemical, TR-FRET, uHTS | inhibition, % at 20 µM | actives 0.47% (n = 330,000); in the data active = inhibition above about 45%, passing the limit was not always enough
Apaf-1 inh = inhibitors of human Apaf-1 apoptosome, primary screen, biochemical, DEVD-Rh110 fluorescence, uHTS. reconstituted apoptosome caspase-3 activity. inhibition, % at 20 µM. actives 0.71% (n = 330,000); active = inhibition of at least 40% at 20 µM;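 also: plate controls were DMSO wells for no effect and DEVD-CHO caspase inhibitor wells for full effect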
Target sequence (O14727 whole entry, looked up): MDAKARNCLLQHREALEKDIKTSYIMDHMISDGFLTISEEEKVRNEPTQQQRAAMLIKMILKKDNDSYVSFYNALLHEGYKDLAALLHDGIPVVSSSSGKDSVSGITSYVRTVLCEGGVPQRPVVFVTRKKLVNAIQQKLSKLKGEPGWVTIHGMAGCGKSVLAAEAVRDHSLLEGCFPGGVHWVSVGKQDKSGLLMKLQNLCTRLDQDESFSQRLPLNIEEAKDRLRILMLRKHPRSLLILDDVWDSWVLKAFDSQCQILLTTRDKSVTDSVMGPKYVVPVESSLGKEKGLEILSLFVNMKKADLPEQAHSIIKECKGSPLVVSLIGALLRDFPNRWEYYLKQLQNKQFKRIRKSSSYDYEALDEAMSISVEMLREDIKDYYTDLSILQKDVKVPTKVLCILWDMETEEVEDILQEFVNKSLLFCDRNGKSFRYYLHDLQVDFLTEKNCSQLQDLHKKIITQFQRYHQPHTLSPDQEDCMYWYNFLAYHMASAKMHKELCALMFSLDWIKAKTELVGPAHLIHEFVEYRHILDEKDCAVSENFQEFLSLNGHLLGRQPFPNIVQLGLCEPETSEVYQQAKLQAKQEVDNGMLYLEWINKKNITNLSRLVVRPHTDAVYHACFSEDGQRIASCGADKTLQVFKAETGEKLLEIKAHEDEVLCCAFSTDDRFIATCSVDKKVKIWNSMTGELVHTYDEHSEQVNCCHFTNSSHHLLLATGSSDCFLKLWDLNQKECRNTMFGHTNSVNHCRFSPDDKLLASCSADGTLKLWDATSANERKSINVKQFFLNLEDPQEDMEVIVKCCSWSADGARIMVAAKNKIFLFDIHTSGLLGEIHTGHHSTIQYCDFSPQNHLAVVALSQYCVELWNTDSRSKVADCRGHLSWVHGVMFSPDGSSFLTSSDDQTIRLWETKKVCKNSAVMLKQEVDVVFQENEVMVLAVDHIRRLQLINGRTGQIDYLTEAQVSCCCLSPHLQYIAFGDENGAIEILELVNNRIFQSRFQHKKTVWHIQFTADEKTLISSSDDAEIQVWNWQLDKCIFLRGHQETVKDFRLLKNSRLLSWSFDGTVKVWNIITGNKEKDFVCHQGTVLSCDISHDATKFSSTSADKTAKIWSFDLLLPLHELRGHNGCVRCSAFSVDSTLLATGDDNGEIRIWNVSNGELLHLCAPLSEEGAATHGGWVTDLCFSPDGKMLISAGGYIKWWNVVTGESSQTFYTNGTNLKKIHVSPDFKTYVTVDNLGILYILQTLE
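Assay system – apoptosome proteins · Medium – Hepes buffer, pH 7.5 · Also added – cytochrome c with DEVD-Rh110 · Timing – 30 min compound preincubation, 50 min activation, room temperature · Detection – Rh110 fluorescence, excitation 480 nm, emission 540 nm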
Active calls of the source: *; · = not tested or not shown. Rule as the data show it, unless noted: active = inhibition above about 50%; inactive = the rest.

| No. | Structure | 697 NFkB inh | Jurkat NFkB inh | SENP7 block | HKDC1 inhibitor | SENP8 block | Gli-Sufu antag | UBC13 polyUb | Apaf-1 inh |
| --- | --- | --- | --- | --- | --- | --- | --- | --- | --- |
| 1 | CC1CCCCN1C(=O)/C=C/c1ccccc1[N+](=O)[O-] (configuration not stated) | -4 | -6 | -1 | 6 | -6 | -10 | -4 | 5 |
| 2 | O=C(c1ccccc1)N1CCN(C2CC3CCC2C3)CC1 (configuration not stated) | 5 | -12 | 4 | -9 | 3 | 5 | -2 | -6 |
| 3 | CC(=O)c1ccc(S(=O)(=O)N2CCN(c3nc4c(C)c(C)ccc4cc3C#N)CC2)cc1 | -14 | 14 | -16 | -7 | -9 | 41 | 24 | 26 |
| 4 | C=C(C)Cn1c(SCC(=O)O)nnc1-c1ccc(C(C)(C)C)cc1 | 4 | 5 | 5 | -2 | -1 | 8 | -2 | -1 |
| 5 | N#Cc1ccc(CN2CCN(c3ccc(S(=O)(=O)N4CCCC4)cn3)CC2)cc1 | 12 | 16 | -6 | 1 | -15 | -2 | -1 | 2 |
| 6 | O=S1(=O)CCN(C(CO)c2ccccc2)CC1 (configuration not stated) | 5 | 7 | 13 | -9 | 1 | -8 | 3 | 8 |
| 7 | O=C(NC1CCSc2ccccc21)c1ccc(F)cc1 (configuration not stated) | 9 | 5 | -4 | 0 | 0 | 0 | 4 | -4 |
| 8 | C=C(C)[C@H]1CC=C(C)C(=O)C1 | 14 | 9 | -1 | -13 | -2 | 7 | 5 | -4 |
| 9 | COc1ccc(NC(=O)/C(=C\c2ccc(OS(=O)(=O)c3ccc(C)cc3)cc2)NC(=O)c2ccccc2)cc1 | -1 | -8 | -12 | 1 | -5 | 6 | -13 | 13 |
| 10 | COc1ccc(C2=NN(C(=O)CSc3nccn3C)C(c3ccco3)C2)cc1 (configuration not stated) | 6 | 12 | 0 | 1 | -3 | 1 | -7 | -7 |

5 entries out of the list above, sorted by their value in 697 NFkB inh, descending:
cpd | SMILES | 697 NFkB inh | Jurkat NFkB inh | SENP7 block | HKDC1 inhibitor | UBC13 polyUb
5 | N#Cc1ccc(CN2CCN(c3ccc(S(=O)(=O)N4CCCC4)cn3)CC2)cc1 | 12 | 16 | -6 | 1 | -1
7 | O=C(NC1CCSc2ccccc21)c1ccc(F)cc1 (configuration not stated) | 9 | 5 | -4 | 0 | 4
10 | COc1ccc(C2=NN(C(=O)CSc3nccn3C)C(c3ccco3)C2)cc1 (configuration not stated) | 6 | 12 | 0 | 1 | -7
4 | C=C(C)Cn1c(SCC(=O)O)nnc1-c1ccc(C(C)(C)C)cc1 | 4 | 5 | 5 | -2 | -2
1 | CC1CCCCN1C(=O)/C=C/c1ccccc1[N+](=O)[O-] (configuration not stated) | -4 | -6 | -1 | 6 | -4

New compounds follow
| No. | Structure | 697 NFkB inh | Jurkat NFkB inh | SENP7 block | HKDC1 inhibitor | SENP8 block | Gli-Sufu antag | UBC13 polyUb | Apaf-1 inh |
| --- | --- | --- | --- | --- | --- | --- | --- | --- | --- |
| 11 | CC1C2(C)OC(=N)C(C#N)(C(C)O2)C1(C#N)C#N (configuration not stated) | 5 | 3 | 1 | 0 | 5 | 32 | 9 | -3 |
| 12 | CC1=NN(C(=S)Nc2ccccc2)C(c2ccccc2)C1 (configuration not stated) | -15 | 5 | 0 | -7 | -6 | -6 | 0 | -3 |
| 13 | Cc1ccc(C(=O)NCC(=O)N2CCCCCCC2)cc1 | -2 | 2 | 21 | -7 | -6 | -11 | 21 | 61* |
| 14 | Cn1c(N)c(C(=O)CSc2nnc(C3CC3)n2-c2ccccc2)c(=O)[nH]c1=O | 19 | -8 | -2 | 3 | 3 | -2 | 5 | 1 |
| 15 | COc1ccc(CN(C)C(=O)C(Cc2ccccc2)NC(=O)c2ccccc2)cc1F (configuration not stated) | 11 | 5 | 2 | -6 | 12 | 1 | 5 | 3 |
| 16 | Cc1ccc(S(=O)(=O)NNC(=O)Nc2ccccc2F)c(C)c1 | -7 | 7 | -9 | -2 | 4 | 2 | -2 | 8 |
| 17 | COc1ccc(C(=O)Nc2ccc(NC(C)=O)cc2)cc1S(=O)(=O)N1CCCCC1C (configuration not stated) | 12 | -18 | -4 | -3 | 8 | 5 | 15 | -10 |
| 18 | CCOc1ccc(CN(C)CC(=O)Nc2cc(C)c(C)cc2[N+](=O)[O-])cc1 | 6 | -18 | 2 | 5 | 0 | 0 | 9 | 4 |
| 19 | Cc1ccc(C)c(NC(=O)COC(=O)c2ccc[n+]([O-])c2)c1 | 14 | 15 | 1 | -6 | -1 | 7 | 4 | 0 |
| 20 | Cc1[nH]c(=O)[nH]c(=O)c1S(=O)(=O)N1CCC(C(=O)NC(C)c2ccccc2)CC1 (configuration not stated) | 2 | 5 | 20 | -6 | 9 | 0 | 3 | 1 |
| 21 | CCOc1ccc(S(=O)(=O)N(CC(=O)NCC2CCCO2)c2ccc(F)cc2)cc1 (configuration not stated) | 4 | 13 | -7 | -2 | 13 | -8 | 3 | 5 |
| 22 | CC(=O)NCc1ccc(-c2csc(N)n2)s1 | 18 | 3 | 19 | 2 | 7 | 1 | -9 | -4 |
| 23 | CC1CCCC(C)N1C(=O)COC(=O)/C=C/c1ccc(Br)o1 (configuration not stated) | -27 | -1 | -11 | 8 | -6 | -3 | -25 | 17 |
| 24 | COc1ccc(C2=NS(=O)(=O)N(C)C(C(=O)NC3CCCC3)=C2)cc1 | -5 | 2 | 3 | 7 | 7 | -3 | -2 | 5 |
| 25 | CC(C)c1csc(CN2CCC(N3CCC(C(=O)N4CCOCC4)CC3)CC2)n1 | 24 | 13 | -7 | -2 | 8 | -1 | 2 | -26 |
| 26 | COc1ccc(OCC(=O)N2CCOCC2)cc1 | -42 | -15 | 5 | -6 | -7 | 4 | -7 | -28 |
| 27 | CC(=O)N1CCN(Cc2nc3ccc(Cl)cc3n2CCO)CC1 | 13 | 11 | -7 | -1 | -8 | -4 | 2 | -4 |
| 28 | COc1ccc(CC(=O)Nc2ccccc2N2CCOCC2)cc1OC | 8 | 4 | 0 | -1 | -4 | 1 | -7 | -7 |
| 29 | COc1ccccc1NC(=O)COc1ccccc1C(=O)c1cnn(-c2ccccc2)c1 | -49 | -71 | -3 | 9 | 17 | -6 | 14 | 3 |
| 30 | CCCN1Cc2cccc(C(=O)Nc3ccc4c(c3)OCCO4)c2C1=O | 2 | -16 | 16 | -10 | -7 | -3 | -6 | -7 |
| 31 | OCCC1CN(CC2CC2)CCN1Cc1ccc(F)c(F)c1 (configuration not stated) | 11 | 5 | 2 | -4 | 4 | -7 | -1 | -14 |
| 32 | COc1ccc(C(=O)/C=C/Nc2ccc(S(=O)(=O)Nc3nc(C)cc(C)n3)cc2)c(OC)c1 | 16 | 1 | 0 | -7 | 2 | -1 | 2 | -18 |
| 33 | CCCCNC(=O)Nc1cc(C)on1 | 5 | -7 | -13 | -5 | -12 | -6 | -6 | -4 |
| 34 | O=C(NC1CCCCC1)C(c1ccc(F)cc1)N(Cc1ccco1)C(=O)c1ccccn1 (configuration not stated) | 3 | -8 | -1 | -7 | -3 | 10 | 6 | -5 |
| 35 | Cn1c(SCCCC(=O)c2ccc(Br)cc2)nnc1-c1ccncc1 | -17 | 13 | 3 | -1 | 2 | 5 | 4 | 5 |
| 36 | Cn1c(N)c(C(=O)COC(=O)C2CCN(S(=O)(=O)c3cccs3)CC2)c(=O)n(C)c1=O | 0 | 4 | 7 | -5 | 6 | 0 | 1 | -3 |
| 37 | Nn1c(SCC(=O)N2CCOCC2)nnc1-c1ccccc1Cl | 5 | 11 | -10 | -2 | -3 | -7 | 1 | -5 |
| 38 | Cc1c(Cl)cccc1NC(=O)CC(NCCN1CCOCC1)C(=O)O (configuration not stated) | 10 | 6 | 4 | 2 | 4 | 7 | 19 | -1 |
| 39 | CC1CCN(S(=O)(=O)c2ccc(NC(=O)[C@@H]3CCCN3C(=O)c3cccs3)cc2)CC1 | 10 | 27 | -2 | -4 | 1 | 14 | 12 | -2 |
| 40 | CN(CCOc1ccccc1)C(=O)c1ccc2c(c1)OCO2 | -5 | -9 | 2 | 3 | 15 | -32 | 0 | -11 |
| 41 | CCN(CC(=O)NCC1CCCO1)S(=O)(=O)c1ccc2ccccc2c1 (configuration not stated) | -8 | 5 | -4 | -6 | -10 | -3 | -16 | -4 |
| 42 | COc1cc(CCCN2C(=S)NC[C@H]2Cc2ccc(O)cc2)cc(OC)c1OC | 5 | 12 | 2 | 4 | -1 | 12 | 7 | 0 |
| 43 | Cc1cc2nc(-c3ccc[nH]c3=O)n(Cc3ccc(F)cc3)c2cc1C | 0 | -3 | -2 | 5 | -8 | -14 | 10 | 8 |
| 44 | COc1ccc(OC)c(CCNC(=O)Cn2sc3nc(C)cc(C)c3c2=O)c1 | 8 | 4 | 3 | · | 2 | · | -18 | 11 |
| 45 | CCn1c(=O)n(CC)c2cc(S(=O)(=O)Nc3cc(C)cc(C)c3C#N)ccc21 | 3 | 0 | 4 | -5 | 6 | -1 | -6 | 14 |
| 46 | CC(Oc1ccc(Cl)cc1Cl)C(=O)OCC(=O)c1c(N)n(C)c(=O)n(C)c1=O (configuration not stated) | 17 | 9 | 5 | 5 | 5 | -3 | 5 | 5 |
| 47 | COCCn1c(=O)[nH]c2cc(C(=O)Nc3ccc(OC)c(Cl)c3)ccc2c1=O | 29 | 5 | 5 | -4 | 5 | 16 | 1 | -4 |
| 48 | CCCCn1c(N)c(N(Cc2ccccc2OC)C(=O)COc2ccc(C)cc2)c(=O)[nH]c1=O | -9 | -2 | 3 | -3 | -11 | -1 | -2 | 8 |
| 49 | C/C(=N/NC(=O)c1ccc(-c2ccccc2)cc1)c1cccc(O)c1 | 26 | 3 | 9 | 1 | -13 | 11 | 11 | 9 |
| 50 | CCOc1ccc(CCNC(=O)c2cc3sccc3n2CC)cc1OCC | -40 | 6 | -12 | 2 | 2 | 3 | 0 | 20 |
| 51 | O=C(Nn1cnnc1)c1ccc(Cl)c(Cl)c1 | 5 | 6 | -11 | -4 | -17 | 0 | -4 | -4 |
| 52 | Cc1cccc(C2CC(c3ccc(Cl)cc3)Nc3nc(N)nn32)c1 (configuration not stated) | 5 | 1 | -6 | 1 | -10 | 8 | 8 | -1 |

Entries of single compounds from above. Order of values: 697 NFkB inh	Jurkat NFkB inh	SENP7 block	HKDC1 inhibitor	SENP8 block	Gli-Sufu antag	UBC13 polyUb	Apaf-1 inh
`CCn1c(=O)n(CC)c2cc(S(=O)(=O)Nc3cc(C)cc(C)c3C#N)ccc21` in the list: 3	0	4	-5	6	-1	-6	14
`CCCCn1c(N)c(N(Cc2ccccc2OC)C(=O)COc2ccc(C)cc2)c(=O)[nH]c1=O` in the list: -9	-2	3	-3	-11	-1	-2	8
`CCOc1ccc(CCNC(=O)c2cc3sccc3n2CC)cc1OCC` in the list: -40	6	-12	2	2	3	0	20
